MT1-MMP act inh = blockers of MT1-MMP proenzyme processing, primary screen, HT1080 RFP-PRO-GFP cells, GFP/RFP fluorescence; Matrix metalloproteinase-14 (Homo sapiens), P50281; GFP/RFP ratio fluorescence, overnight; percent of plate control window, DMSO zero; GFP/RFP ratio change, % at 20 µM; 360,000 compounds, 0.061% hits; AID 651647, 2012;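 active = GFP/RFP ratio change of at least 30% with cell ATP level not reduced by more than half and red fluorescence within 50% of control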; also: strong numbers were not always called active
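Assay system: HT1080 cells carrying an RFP-PRO-GFP reporter | Dosing: Single dose of 20 µM compound, 1% DMSO final | Incubation: Cells overnight before dosing, compound overnight, 37 °C, 5% CO2 | Evaluation: GFP/RFP fluorescence ratio | Control set: DMSO and RFP-L50D-GFP cell wells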
FAS-TE inh = FAS thioesterase domain inhibitors, primary screen, biochemical, fluorescence intensity, uHTS. Fatty acid synthase (Homo sapiens), P49327. recombinant FAS-TE, OMFH fluorogenic substrate, fluorescence endpoint. inhibition, % at 15 µM. 360,000 compounds, 0.67% hits;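 active = compounds whose normalised, plate-corrected inhibition of enzyme fluorescence in the single-dose primary screen is 50% or more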;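 also: 0% = DMSO with enzyme and 100% = substrate without enzyme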
CSN deneddyl inh = inhibitors of CSN-mediated cullin deneddylation, primary screen, biochemical, fluorescence polarization, uHTS; inhibition, % at 12.5 µM; AID 651999, 2013; 360,000 compounds, 0.38% hits; Purified CSN, SCF-Nedd8-OG deneddylation; COP9 signalosome complex subunit 5 (Homo sapiens), Q92905;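 active = pattern-corrected inhibition above about 35%, with an unprinted fluorescence ratio check between 0.5 and 1.5, limit read from the data, passing the limit was not always enough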;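 also: 0% = enzyme with substrate and 100% = substrate without enzyme; some results filed as inactive read as strong as hits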
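Test system: purified human Csn5 enzyme expressed in HEK293T cells. Amount: 0.24 nM enzyme. Reagent: SCFSkp2-Nedd8OG substrate at 10 nM final. Schedule: 90 min incubation of compound, enzyme and substrate at room temperature. Detection: fluorescence polarization. Read-out: % inhibition of substrate cleavage by Csn5.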
PABP1 MLLE inh = inhibitors of PABP1 MLLE–PAM2 peptide binding, primary screen, biochemical, fluorescence polarization, FITC-PAM2, GST-MLLE. Polyadenylate-binding protein 1 (Homo sapiens), P11940. inhibition, % at 20 µM. 360,000 compounds, 0.36% hits. AID 588489, 2011; in the data active = inhibition above about 35%, passing the limit was not always enough;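 also: plate controls were DMSO wells with GST-MLLE for no effect and wells lacking GST-MLLE protein for full effect; some results filed as inactive read as strong as hits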
Rpn11 inh = Rpn11 (PSMD14) deubiquitinase inhibitors, primary screen, biochemical, fluorescence polarization, uHTS. 26S proteasome non-ATPase regulatory subunit 14 (Homo sapiens), O00487. human 26S proteasome, Ub4-pepOG fluorescence polarization; 20S core pre-blocked with epoxomicin. calls only at 20 µM. 360,000 compounds, 0.59% hits. AID 588493, 2011;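 active = inhibition at 20 µM, scaled to each plate's controls, above about 33%, limit read from the data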
Target sequence (O00487 whole entry, looked up): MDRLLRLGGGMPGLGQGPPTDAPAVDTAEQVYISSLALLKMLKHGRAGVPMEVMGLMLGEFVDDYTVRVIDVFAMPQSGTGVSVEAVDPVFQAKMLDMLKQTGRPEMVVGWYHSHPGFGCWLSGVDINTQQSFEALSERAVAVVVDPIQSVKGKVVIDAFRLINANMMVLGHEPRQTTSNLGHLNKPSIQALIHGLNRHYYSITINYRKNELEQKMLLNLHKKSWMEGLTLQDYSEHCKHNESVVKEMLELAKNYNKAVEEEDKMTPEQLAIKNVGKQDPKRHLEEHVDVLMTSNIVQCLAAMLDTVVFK
SKN-1 inh = suppressors of acrylamide-induced Pgst-4::GFP reporter in worms, primary screen, SKN-1 inhibitor project, whole organism, uHTS, GFP/RFP fluorescence ratio, strain VP596. C. elegans VP596 Pgst-4::GFP/RFP ratio, 24 h. inhibition, % at 21.8 µM. 360,000 compounds, 0.49% hits. AID 624304, 2012;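 active = interference check ratio from 0.5 to 1.5 plus GFP to RFP signal ratio inhibition reaching or exceeding a fixed threshold, cut at about 30% in these data, passing the limit was not always enough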; also: some compounds called inactive have numbers as strong as hits
Rin1-Abl PPI inh = inhibitors of Rin1-Abl protein binding, primary screen, biochemical, TR-FRET | Tyrosine-protein kinase ABL1 (Homo sapiens) + Ras and Rab interactor 1 (Homo sapiens), … | inhibition, % at 7.35 µM | 360,000 compounds, 0.4% hits; in the data active = inhibition above about 5%, passing the limit was not always enough
Neddyl block = inhibitors of cullin neddylation, primary screen, biochemical, TR-FRET, uHTS, NAE and Ubc12. calls only at 25 µM. 360,000 compounds, 0.58% hits. AID 651699, 2012; in the data active = inhibition above about 36%
Target sequence (P61081 whole entry, looked up): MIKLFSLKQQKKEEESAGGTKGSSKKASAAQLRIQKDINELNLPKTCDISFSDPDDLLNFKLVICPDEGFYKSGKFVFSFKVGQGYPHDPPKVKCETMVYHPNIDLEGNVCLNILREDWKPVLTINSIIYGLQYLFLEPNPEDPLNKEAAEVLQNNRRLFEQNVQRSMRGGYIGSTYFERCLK
Target sequence (Q13564 whole entry, looked up): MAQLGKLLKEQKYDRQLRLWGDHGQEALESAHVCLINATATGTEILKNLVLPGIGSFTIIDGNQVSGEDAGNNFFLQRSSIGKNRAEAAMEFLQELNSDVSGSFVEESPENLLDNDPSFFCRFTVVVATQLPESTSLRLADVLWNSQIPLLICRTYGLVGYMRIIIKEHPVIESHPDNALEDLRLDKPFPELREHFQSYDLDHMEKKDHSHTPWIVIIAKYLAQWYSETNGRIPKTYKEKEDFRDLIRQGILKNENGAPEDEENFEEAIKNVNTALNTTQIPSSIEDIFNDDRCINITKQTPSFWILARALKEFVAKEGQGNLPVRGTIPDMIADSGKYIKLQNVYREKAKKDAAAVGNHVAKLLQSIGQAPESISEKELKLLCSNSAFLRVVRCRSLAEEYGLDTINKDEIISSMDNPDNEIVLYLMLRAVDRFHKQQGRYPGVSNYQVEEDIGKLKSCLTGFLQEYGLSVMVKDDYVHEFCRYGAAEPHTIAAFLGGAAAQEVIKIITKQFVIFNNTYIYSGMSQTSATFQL
NadD inh = inhibitors of S. aureus NadD, primary screen, biochemical, colorimetric, uHTS. purified NadD enzyme, colorimetric absorbance read-out. inhibition, % at 20 µM. 360,000 compounds, 0.78% hits; in the data active = inhibition above about 26%; also: some compounds past the cut are filed as inactive
* marks the source's active call; other numbers are inactive results; i = inactive; x = no result given. Hits appear at their usual frequency, and some 3.9% of all compounds hit somewhere here.

SMILES | MT1-MMP act inh | FAS-TE inh | CSN deneddyl inh | PABP1 MLLE inh | Rpn11 inh | SKN-1 inh | Rin1-Abl PPI inh | Neddyl block | NadD inh
CS(=O)(=O)N(CC(=O)N1CCN(c2ccccc2)CC1)c1ccccc1Cl | 3 | -9 | 1 | 10 | i | -1 | -1 | i | -4
COc1ccccc1NC(=O)c1cc2cc(Br)ccc2oc1=N | -1 | 13 | 4 | 2 | i | -2 | 2 | i | -1
Cc1ccc(N2C(=O)CC(N(O)C3CC(=O)N(c4ccc(C)cc4)C3=O)C2=O)cc1 (stereo not given) | 6 | -3 | -2 | 22 | i | -1 | 7 | i | 1
CCOc1ccc(N2C(=O)CC(Sc3nc(CC(C)C)ccc3C#N)C2=O)cc1 (stereo not given) | 25 | 0 | 2 | 16 | i | 9 | 0 | i | 22
Cc1ccccc1N/N=C/c1c(C)nc2ccccn12 | 4 | 2 | 2 | -2 | i | -11 | 1 | i | 10
O=C(/C=C/c1cccc([N+](=O)[O-])c1)NCCSCc1c(Cl)cccc1Cl | 6 | 65* | 2 | 1 | i | 8 | 2 | i | -7
CCOC(=O)C1=C(COC(=O)c2ccccc2OC)NC(=O)NC1C (stereo not given) | 2 | -2 | -2 | -50 | i | 11 | 2 | i | -6
Cc1ccnc(NC(=O)CCC(=O)N(CC(=O)NC2CCCCC2)CC2CCCO2)c1 (stereo not given) | 2 | -2 | -4 | 8 | i | -5 | 0 | i | -4
CSc1cccc(NS(=O)(=O)c2ccc(F)cc2)c1 | 2 | 1 | 3 | -1 | i | -8 | 1 | i | -7
COc1ccc(Cn2c(N)c(S(=O)(=O)c3cccs3)c3nc4ccccc4nc32)cc1 | -3 | -5 | -1 | -8 | i | -3 | -2 | x | 13
Cc1cc(C)c(NC(=O)C2c3ccccc3Oc3ccccc32)c(C)c1 | -4 | -8 | 0 | 12 | i | 5 | 1 | i | 5
COc1cccc(CN(C)C(=O)c2cccc(S(=O)(=O)Nc3cccc(C)c3)c2)c1OC | 0 | 2 | -4 | -8 | i | -9 | 0 | i | -8
CC[C@@H](C)[C@@H]1CN([C@@H](C)CN2CCC[C@H]2CN2C(N)=NC[C@H]2CC(C)C)C(=N)N1CCCC1CCCC1 | 4 | -13 | 6 | 4 | i | 11 | -7 | i | -7
CCCSc1nc2c(cnn2-c2ccccc2)c(=O)[nH]1 | 0 | 0 | 4 | -21 | i | -17 | 0 | i | 1
CC(C)Oc1ccc(CNC(=O)Cn2ccc3cc(S(=O)(=O)N4CCCC4)ccc32)cc1 | 2 | 21 | -2 | 3 | i | 15 | 0 | i | 4
CCCCCc1nc2c(=O)n(C)c3ccccc3c2o1 | x | 6 | -3 | -2 | i | 0 | 0 | i | 4
Cc1nnc(SCC(=O)NC(C)(C)C)n1NCc1cccc(Br)c1 | 2 | 0 | 3 | -3 | i | 3 | 1 | i | -2
Cc1ccc(C)c(OCc2cc(C(=O)N3CCN(c4ccccc4C)CC3C)no2)c1 (stereo not given) | -1 | 23 | 4 | 15 | i | -2 | 0 | i | 6
CC1CCN(S(=O)(=O)c2ccc3c(c2)oc(=O)n3CC(=O)N2c3ccccc3CC2C)CC1 (stereo not given) | 4 | 33 | 3 | 6 | i | 5 | -2 | i | 5
Cc1cccc(C)c1OCCNC(=O)CCC(=O)c1ccccc1 | 5 | 0 | -2 | 3 | i | 9 | -1 | i | -1
C#CCOCCOCCOCCNc1nc(N2CCN(C(=O)[C@H](Cc3cc4ccccc4[nH]3)n3cc(C(N)CC(C)C)nn3)CC2)nc(N2CCN(C(=O)[C@H](CCC(=O)O)n3cc(C(N)[C@H](C)CC)nn3)CC2)n1 (stereo not given in full) | 9 | -4 | -1 | 0 | i | 10 | 1 | i | 0
Cc1ccc(S(=O)(=O)N2CCC(=O)N(CCOCc3ccc(F)cc3)CC2)cc1 | 7 | -4 | -3 | -7 | i | 0 | 0 | i | -3
C/C(=C\c1ccccc1)C(=O)NCc1ccco1 | 4 | -7 | -2 | -16 | i | -11 | -2 | i | 0
CCOC(=O)CN1C(=O)S/C(=C\c2ccc3c(c2)OCO3)C1=O | 1 | 15 | -3 | -9 | i | 0 | -3 | i | -4
CCn1cc(C2=NC(C(C)C)CO2)c2ccccc21 (stereo not given) | 4 | -1 | -4 | -13 | i | 2 | -5 | i | -4
O=C(N/N=C/c1c[nH]c2ccccc12)c1ccn(Cc2ccc(Cl)cc2)n1 | -3 | 17 | -6 | -4 | i | 24 | -4 | i | 8
O=C1c2[nH]nc(-c3ccccc3O)c2C(c2ccccc2F)N1Cc1ccco1 (stereo not given) | -1 | -94 | 3 | 2 | i | 16 | 4 | i | 0
Cc1cc(C)n2nc(C(=O)N/N=C/c3cccc(Cl)c3)nc2n1 | -4 | 2 | -5 | -8 | i | 7 | 3 | i | 5
CCOc1ccccc1OCCCC(=O)NNC(=O)c1cc(C)oc1C | -5 | -8 | 1 | 10 | i | -2 | 3 | i | -1
Cc1sc2ncn(CC(=O)OCC(=O)NC(C)(C)C)c(=O)c2c1C | 7 | -7 | 2 | -12 | i | -11 | 6 | i | -2
CCNC(=O)N(CC)C[C@H]1N[C@@](CC)(C(=O)OC)[C@H]2C(=O)N(Cc3ccccc3)C(=O)[C@@H]12 | 2 | -8 | -1 | 5 | i | -10 | -1 | i | -3
N#C/C(=C\c1c(Oc2ccc(Cl)cc2)nc2ccccn2c1=O)C(=O)NC1CCS(=O)(=O)C1 (stereo not given) | -1 | 2 | 3 | -10 | i | 3 | -2 | x | 2
O=C(c1ccc(F)cc1)N1CCCC(N2CCN(Cc3ccc4c(c3)OCO4)CC2)C1 (stereo not given) | 0 | -2 | 3 | -1 | i | 1 | 0 | i | -5
COc1cccc(/C=N/n2nnnc2N)c1OCC#N | 1 | -6 | -1 | -3 | i | -10 | -3 | x | -5
CCOc1ccc(C2NCCc3cc(OC)c(OC)cc32)cc1OC (stereo not given) | -28 | -1 | -3 | -9 | i | 13 | -2 | i | -7
O=c1c2ccccc2n(Cc2ccccc2F)c(=O)n1Cc1ccccc1F | -6 | 25 | 1 | 10 | i | 17 | 3 | i | 1
CCC(=O)N1CCCC(C(=O)NCc2ccc(C(C)C)cc2)CC1 (stereo not given) | -2 | -6 | 3 | 19 | i | 5 | -7 | i | 2
CCN1CCN(CCc2nc3cc([N+](=O)[O-])ccc3n2C)CC1 | 4 | -5 | -1 | -2 | i | -8 | 2 | i | 4
Nc1cc(S(=O)(=O)Nc2ccccc2Cl)ccc1N1CCCCC1 | -2 | 24 | 8 | 23 | i | 9 | -1 | i | 11
CN(C)S(=O)(=O)c1ccc(C(=O)OCC(=O)Nc2cccnc2Cl)cc1 | -3 | 2 | -6 | 11 | i | -11 | 1 | i | -4
COCCN1Cc2cccc(C(=O)NC(C)CCc3ccco3)c2C1=O (stereo not given) | -7 | -9 | 5 | 2 | i | 5 | 2 | i | 6
CNC(=S)N1N=C(c2cccs2)CC1c1ccc(OC)cc1 (stereo not given) | -12 | 12 | 1 | -64 | i | 6 | 0 | i | 1
Cc1noc(C)c1COc1ccc(C(=O)NCCc2ccccn2)cc1 | 4 | -2 | -7 | 2 | i | 8 | -1 | i | -4
COc1ccc(S(=O)(=O)N2CCC(C(=O)NCCCn3ccnc3)CC2)cc1C | -1 | -4 | 3 | -9 | i | 25 | -1 | i | -13
O=C(COC(=O)c1cc2ccccc2o1)NCc1ccco1 | 2 | -3 | -3 | 5 | i | 23 | -1 | i | -1
COc1ccc(Cl)cc1C=CC=Nc1ccc(S(N)(=O)=O)cc1 | -4 | 8 | 14 | -9 | i | -3 | 1 | i | 16
CC(C)[C@H](NC(=O)N1CCn2c1nc1ccccc12)C(=O)NCc1ccco1 | -3 | -4 | 1 | -4 | i | 4 | -3 | i | -1
C[C@@H](O)CNC(=O)c1[nH]cnc1C(=O)N[C@H](C)c1ccccc1 | 3 | -6 | -6 | 0 | i | -11 | -1 | i | -4
CN(C(=O)C1Cc2c(-c3ccccc3Oc3ccccc3)ccnc2O1)c1ccccc1 (stereo not given) | -2 | 15 | 3 | -54 | i | 35* | -4 | i | 1
O=C(CCNC(=O)C1CCN(S(=O)(=O)c2ccc(F)cc2)CC1)NCc1ccc(F)cc1 | 1 | -4 | 0 | -13 | i | 8 | 3 | i | 3
CC1CCCC(NC(=O)COC(=O)COc2cccc(F)c2)C1C (stereo not given) | 0 | -6 | 0 | 7 | i | 8 | 1 | i | -1
Cc1ccc(S(=O)(=O)NC2=NCN(Cc3ccccc3)CN2)cc1 | 0 | 0 | -4 | -6 | i | 18 | -1 | i | 0
COc1ccc(OC)c(NC(=O)CSc2sc3c(O)cc(=O)[nH]c3c2C#N)c1 | 0 | 1 | 11 | -21 | i | -6 | 3 | i | 11
CN1C(C(=O)Nc2ccc(F)cc2F)=CC(c2cccs2)=NS1(=O)=O | 9 | 3 | 2 | 9 | i | -4 | 1 | i | 1
O=C(CCc1ccccc1)NNC(=O)c1ccccc1Br | 2 | -4 | -4 | 10 | i | 0 | -1 | i | 6
Cn1cccc1/C=N\NC(=O)c1cncc(Br)c1 | 4 | -2 | 0 | 0 | i | 15 | -4 | i | -10
CC(CCN(C)C)OC(=O)c1ccc(C(C)c2ccccc2)o1 (stereo not given) | -5 | -10 | 3 | 1 | i | 14 | 5 | i | -3
CCN(C(=O)C1CC1)C1CCS(=O)(=O)C1 (stereo not given) | 2 | -7 | -5 | 9 | i | -1 | 0 | i | 0
Cc1cn(C2CCC(CO)O2)c(=O)[nH]c1=O (stereo not given) | -2 | -5 | -1 | 7 | i | 4 | 3 | i | -8
CCCCCc1c(C)[nH]c2nc3ccccc3n2c1=O | 2 | -7 | -3 | 11 | i | -32 | 3 | i | -2
O=C(N/N=C/C=C/c1cccc([N+](=O)[O-])c1)c1ccncc1 | 0 | -5 | 2 | 14 | i | 12 | -2 | i | -5

Full records from above. Values in the order: MT1-MMP act inh, FAS-TE inh, CSN deneddyl inh, PABP1 MLLE inh, Rpn11 inh, SKN-1 inh, Rin1-Abl PPI inh, Neddyl block, NadD inh
COc1ccc(OC)c(NC(=O)CSc2sc3c(O)cc(=O)[nH]c3c2C#N)c1 as listed: 0, 1, 11, -21, i, -6, 3, i, 11
O=C(CCNC(=O)C1CCN(S(=O)(=O)c2ccc(F)cc2)CC1)NCc1ccc(F)cc1 as listed: 1, -4, 0, -13, i, 8, 3, i, 3

With a hit mark in SKN-1 inh, of those listed so far:
Molecule | MT1-MMP act inh | CSN deneddyl inh | PABP1 MLLE inh | Rpn11 inh | SKN-1 inh | Rin1-Abl PPI inh | Neddyl block | NadD inh
CN(C(=O)C1Cc2c(-c3ccccc3Oc3ccccc3)ccnc2O1)c1ccccc1 (stereo not given) | -2 | 3 | -54 | i | 35* | -4 | i | 1

High-throughput results: PubChem, several laboratories
